ASAP1 GAP inh – ASAP1 ArfGAP inhibition; ASAP1-stimulated ARF1 GTP hydrolysis, GDP FP detection; Q9ULH1; inhibition, % at 16.5 µM; AID 624377; 0.19% of 360,000 active; in the data active means inhibition above about 25%;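 further: 0% = vehicle with enzyme and substrate and 100% = no enzyme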
LEDGF integ inh – blocks HIV-1 LEDGF/p75-dependent DNA integration | 0.64% of 370,000 active | inhibition, % at 3.7 µM | TR-FRET IN-LEDGF/p75 DNA integration, Eu/Cy5 | AID 743269;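 active means inhibition above the screen-wide mean plus 3 SD, cut at about 13% in these data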;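 further: signal is the Cy5 over europium emission ratio at 671 and 618 nm; 0% = plate median of compound wells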
Tn6 DDE FP – inhibitors of Tn6 peptide binding to human fibrin DD(E). 0.21% of 370,000 active. Fibrin DD(E) TRITC-Tn6 fluorescence polarization displacement. AID 720509. inhibition, % at 8.3 µM;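 active means inhibition above a per-campaign cutoff: mean of compounds within control limits plus 3 SD, cut at about 15% in these data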;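 further: 0% = median of all compound wells on the plate and 100% = blocking peptide control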
ADAM10 inh – inhibitors of human ADAM10; AID 720582; inhibition, % at 7 µM; O14672; recombinant ADAM10, EDANS/DABCYL FRET peptide cleavage, 3 h; 0.62% of 370,000 active;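 active means inhibition above a per-campaign cutoff equal to the mean of compounds falling between control-based bounds plus 3 SD, cut at about 20% in these data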;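 further: 0% = DMSO wells while the 100% control is not disclosed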
Target sequence (O14672 214-748 limits assumed): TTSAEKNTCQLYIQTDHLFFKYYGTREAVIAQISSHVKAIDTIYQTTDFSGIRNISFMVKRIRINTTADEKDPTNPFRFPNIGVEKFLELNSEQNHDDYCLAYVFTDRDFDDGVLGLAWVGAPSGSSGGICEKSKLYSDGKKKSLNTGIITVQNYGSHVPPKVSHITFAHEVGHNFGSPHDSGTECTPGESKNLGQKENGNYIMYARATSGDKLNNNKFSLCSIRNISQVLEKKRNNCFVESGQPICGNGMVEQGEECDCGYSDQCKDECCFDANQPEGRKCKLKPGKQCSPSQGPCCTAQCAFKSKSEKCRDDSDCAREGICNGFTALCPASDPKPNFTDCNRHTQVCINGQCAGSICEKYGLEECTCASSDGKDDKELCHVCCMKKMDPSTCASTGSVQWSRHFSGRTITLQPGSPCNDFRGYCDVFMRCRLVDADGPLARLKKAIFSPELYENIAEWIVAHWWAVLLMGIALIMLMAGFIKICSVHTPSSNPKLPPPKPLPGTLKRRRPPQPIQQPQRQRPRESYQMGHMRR
TDP2 inh – blocks human TDP2 phosphodiesterase activity; 0.34% of 370,000 active; inhibition, % at 12.8 µM; recombinant TDP2, T5PNP hydrolysis, p-nitrophenol absorbance 415 nm; O95551;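 active means inhibition above the mean of all tested compounds plus 3 SD, set per campaign, cut at about 25% in these data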;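 further: 0% = DMSO with enzyme and 100% = buffer with substrate but no TDP2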
Target sequence (O95551 whole entry, looked up): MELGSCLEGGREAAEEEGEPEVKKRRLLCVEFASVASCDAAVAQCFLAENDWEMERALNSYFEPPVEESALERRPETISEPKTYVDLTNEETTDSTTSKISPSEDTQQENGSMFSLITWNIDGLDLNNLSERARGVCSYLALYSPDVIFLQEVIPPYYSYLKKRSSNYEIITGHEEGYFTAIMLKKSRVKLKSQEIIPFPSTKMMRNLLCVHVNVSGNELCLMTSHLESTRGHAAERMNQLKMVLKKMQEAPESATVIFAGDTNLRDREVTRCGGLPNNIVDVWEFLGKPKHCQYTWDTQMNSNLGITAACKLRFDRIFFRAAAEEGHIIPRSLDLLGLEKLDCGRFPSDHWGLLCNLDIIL
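Material: recombinant human TDP2; quantity: TDP2 enzyme at 120 nM final; medium: Tris-HCl pH 7.5 with MgCl2; compound: single concentration, 12.8 µM nominal, with 1% DMSO; incubation: 2 h enzyme incubation at 37 °C; signal: epi absorbance; measure: percent inhibition; benchmarks: high control without enzyme, low control DMSO plus TDP2; repeats: singlicate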
proKLK7 act – activators of human kallikrein-7 zymogen; activation, % at 7 µM; purified proKLK7, EDANS-DABCYL substrate fluorescence; 100% is mature enzyme control, 0% vehicle; AID 652039; 0.9% of 370,000 active; P49862;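 active means activation above the mean of all tested compounds plus 3 SD, computed per campaign excluding outliers beyond control limits, cut at about 13% in these data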
ADAM17 inh – inhibits human ADAM17 | inhibition, % at 6.95 µM | 0.83% of 370,000 active | P78536 | recombinant ADAM17, EDANS/DABCYL FRET peptide cleavage;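 active means inhibition above the mean of compounds lying between control limits plus 3 SD, set per campaign, cut at about 8.5% in these data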;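 further: 0% = DMSO-only wells as the low control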
ARFGAP1 inhibitor – rat ARFGAP1 inhibition; AID 651572; Arfgap1-stimulated ARF1 GTP hydrolysis, GDP FP detection; 0.26% of 360,000 active; inhibition, % at 16.5 µM; Q62848;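 active means inhibition above a per-plate limit, mean inhibition of low control wells plus 3 SD, cut at about 25% in these data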;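 further: 0% = DMSO wells with enzyme and 100% = wells lacking Arfgap1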
Target sequence (Q62848 1-136 limits assumed): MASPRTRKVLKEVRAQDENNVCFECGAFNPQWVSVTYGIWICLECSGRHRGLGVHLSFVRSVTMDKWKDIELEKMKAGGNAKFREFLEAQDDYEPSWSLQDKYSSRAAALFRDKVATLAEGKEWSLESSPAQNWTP
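Material: truncated rat Arfgap1 GAP domain; Incubation: compound-enzyme preincubation 20 min, reaction 120 min, detection 60 min, 25 °C; Read-out: percent inhibition of Arfgap1-stimulated GTP hydrolysis; Technique: FP, GDP Alexa 633 tracer displaced from anti-GDP antibody, 620/688 nm; Controls: No-Arfgap1 wells (100%) versus DMSO full-reaction wells (0%); Replication: single well per compound.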
PLC-gamma1 inh – blocks human PLC-gamma1 enzyme activity; 0.84% of 370,000 active; purified PLC-gamma1, fluorogenic substrate, fluorescence; AID 720700; P19174; inhibition, % at 12.2 µM; in the data active means inhibition above about 9.5%
Tn7 DDE FP – disrupts Tn7 cyclic peptide binding to fibrin D-Dimer-E complex. FP displacement of FITC-Tn7 peptide from fibrin DD(E); 0% = median of compound wells per plate. inhibition, % at 8.3 µM. 0.13% of 370,000 active. AID 720508;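 active means inhibition above the mean of compounds falling within the control limits plus 3 SD of them, cut at about 14% in these data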;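 further: 0% = plate median of compound wells and 100% = 10 µM Aha-Tn7 peptide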
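system = human fibrin DD(E) protein | quantity = DD(E) 2 µM final | medium = Tris/NaCl/CaCl2 buffer, pH 7.8 | also added = labelled Tn7 tracer, 0.1 µM | compound dosing = single point at 8.3 µM | timing = compound with protein 10 min, then 3 h after probe, room temperature | signal = FP measurement | benchmarks = Aha-Tn7 high control | repeats = one replicate per compound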
Active calls of the source: *; / = not tested or not shown.

no.	mol	ASAP1 GAP inh	LEDGF integ inh	Tn6 DDE FP	ADAM10 inh	TDP2 inh	proKLK7 act	ADAM17 inh	ARFGAP1 inhibitor	PLC-gamma1 inh	Tn7 DDE FP
1	COc1ccc2oc(C(=O)OCC(=O)N3CCN(C(C)=O)CC3)c(C)c2c1	3	-6	-3	-480	-12	2.4	-168	10	-145	0
2	Cc1cccc(NC(=O)CN(C)C(=O)C2CC2)c1C	-1	1	3	-9	3	-0.2	-5	1	5	3
3	O=C(CSc1ccc(-c2ccc(F)cc2)nn1)NCCc1ccccc1	-3	1	4	5	-8	-0.6	0	4	3	7
4	Cc1onc(-c2ccccc2Cl)c1C(=O)N1CCN(c2nc3ccccc3s2)CC1	9	-3	4	-1	-8	1.1	-4	-14	-2	3
5	Cc1cc(=O)[nH]c(N/N=C/c2c(C)nn(-c3ccc(F)cc3)c2Cl)n1	-6	-5	-7	0	18	-0.1	-5	0	-1	-3
6	C/C(=N\N=C(/C)c1cccc(N)c1)c1cccc(N)c1	2	-1	0	-3	-12	0.2	0	8	-8	-3
7	Fc1ccccc1NC(=S)NCCc1ccccc1	10	4	7	-1	3	-0.1	-4	-7	2	-1
8	C=CCn1c(N)c(C(=O)Nc2ccc(C)cc2)sc1=S	-1	-1	-8	-1	4	-0.9	-8	12	-1	1
9	Cc1cc(N2CCOCC2)ccc1/C=C\[N+](=O)[O-]	-18	-1	6	20*	-14	0.1	5	8	6	-2
10	COC(=O)c1cnc(SCc2ccc([N+](=O)[O-])cc2)n1C	-15	-7	-7	-3	-9	-0.2	0	-6	1	4
11	COc1ccccc1/C=C/C=c1\sc2nc(=O)c(Cc3ccccc3)nn2c1=O	1	5	5	-24	3	0.3	-10	1	-10	-5
12	COc1ccc(N2C(=O)C(Cl)=C(N3CCCC3)C2=O)cc1	3	-2	0	8	-2	-0.4	0	10	2	-5
13	COc1cccc(CNC(=O)c2ccc(C)c(NC3=NC4CS(=O)(=O)CC4S3)c2)c1 (stereo unspecified)	-5	3	5	-3	4	-0.3	1	-11	0	-4
14	CCn1c(SC(C)C)nnc1-c1cc(-c2ccccc2)sc1N	-1	-4	0	-429	-14	-0.4	4	10	-1	-4
15	O=C(Nc1ccc(F)cc1)c1cccc2c1C(=O)N(Cc1ccccn1)C2	-3	1	0	0	7	0.3	-3	9	-1	-3
16	CC(=O)Nc1cccc(C(=O)OCC(=O)NNC(=O)c2cccs2)c1	10	1	-3	-6	4	0.1	0	6	2	5
17	O=C(O)c1ccc(NC(=S)N2CCCCC2)cc1	-4	-3	2	-3	11	-0.3	-1	9	3	9
18	CC1(C(=O)Nc2nnc(SCc3ccccc3)s2)Cc2ccccc2C(=O)O1 (stereo unspecified)	-16	1	5	-4	4	0.5	-2	-13	-1	-5
19	O=C(NC1CCN(Cc2ccccc2)CC1)C1CCN(S(=O)(=O)c2ccccc2)CC1	14	1	-3	2	15	0.1	-3	2	1	-4
20	Cc1cc2occ(CC(=O)N(CCC(C)C)c3c(N)n(Cc4ccccc4)c(=O)[nH]c3=O)c2cc1C	-5	-1	-5	-15	12	-0.3	-3	18	2	0
21	Cc1ccc2c(c1)N(CC(=O)NC1CCCC1)C(=O)C(C)O2 (stereo unspecified)	3	0	7	-8	7	0.1	-4	-3	0	5
22	O=C(COc1ccc2c3c(c(=O)oc2c1)CCC3)Nc1ccc(CN2CCOCC2)cc1	1	-2	4	-40	0	-1.1	-9	10	1	2
23	O=C1OCc2ccc([N+](=O)[O-])cc21	-5	-3	4	-7	6	-0.6	-3	0	0	2
24	CCOC(=O)c1oc2c(C)c(O)ccc2c(=O)c1-c1nncn1-c1ccccc1	3	-1	-3	2	5	0.9	-1	9	3	-5
25	CCCOc1ccccc1C1NC(=O)NC(C)=C1C(=O)OCc1ccccc1 (stereo unspecified)	-3	4	3	9	-7	0.8	3	0	4	0
26	CC(C)C[C@H]1CN(CCCC[C@H]2CNC(=O)C(=O)N2CCC2CCCCC2)C(=O)C(=O)N1CCc1ccccc1	4	-2	-3	-12	-7	-0.2	-5	7	3	11
27	CC(=O)OCC(=O)Nc1c(C)cc(C)cc1C	8	-4	0	-2	-7	0.3	-2	0	-4	-6
28	Cc1ccc(NC(=O)CCC(=O)NNC(=O)c2ccco2)c(C)c1	4	-1	2	6	-7	0.5	-2	0	0	6
29	CCN(CC)P1(=O)OC(c2cc(OC)c(OC)c(OC)c2)=Nc2c1c(C)nn2-c1ccccc1 (stereo unspecified)	-2	2	-6	13	-19	0.1	-1	-4	-2	1
30	Cc1nn(Cc2ccccc2)c(Cl)c1/C=C/C(=O)OCC(=O)NC(C)C(C)C (stereo unspecified)	8	0	-3	7	-4	0.8	1	8	-2	1

ADAM10 inh, hit marks shown above
no.	mol	ASAP1 GAP inh	LEDGF integ inh	Tn6 DDE FP	ADAM10 inh	TDP2 inh	proKLK7 act	ADAM17 inh	ARFGAP1 inhibitor	PLC-gamma1 inh	Tn7 DDE FP
9	Cc1cc(N2CCOCC2)ccc1/C=C\[N+](=O)[O-]	-18	-1	6	20*	-14	0.1	5	8	6	-2

Returning to the listing, repeating the seven entries before the break.
no.	mol	ASAP1 GAP inh	LEDGF integ inh	Tn6 DDE FP	ADAM10 inh	TDP2 inh	proKLK7 act	ADAM17 inh	ARFGAP1 inhibitor	PLC-gamma1 inh	Tn7 DDE FP
24	CCOC(=O)c1oc2c(C)c(O)ccc2c(=O)c1-c1nncn1-c1ccccc1	3	-1	-3	2	5	0.9	-1	9	3	-5
25	CCCOc1ccccc1C1NC(=O)NC(C)=C1C(=O)OCc1ccccc1 (stereo unspecified)	-3	4	3	9	-7	0.8	3	0	4	0
26	CC(C)C[C@H]1CN(CCCC[C@H]2CNC(=O)C(=O)N2CCC2CCCCC2)C(=O)C(=O)N1CCc1ccccc1	4	-2	-3	-12	-7	-0.2	-5	7	3	11
27	CC(=O)OCC(=O)Nc1c(C)cc(C)cc1C	8	-4	0	-2	-7	0.3	-2	0	-4	-6
28	Cc1ccc(NC(=O)CCC(=O)NNC(=O)c2ccco2)c(C)c1	4	-1	2	6	-7	0.5	-2	0	0	6
29	CCN(CC)P1(=O)OC(c2cc(OC)c(OC)c(OC)c2)=Nc2c1c(C)nn2-c1ccccc1 (stereo unspecified)	-2	2	-6	13	-19	0.1	-1	-4	-2	1
30	Cc1nn(Cc2ccccc2)c(Cl)c1/C=C/C(=O)OCC(=O)NC(C)C(C)C (stereo unspecified)	8	0	-3	7	-4	0.8	1	8	-2	1
31	CC(C)(C)CCN1CCC[C@H](NC(=O)COc2ccc(F)c(Cl)c2)C1	/	-4	7	-7	7	/	-5	/	-1	-6
32	Cc1nc2nc(-c3ccco3)[nH]n2c(=O)c1Cc1ccccc1	8	2	0	-7	7	-0.2	-5	-5	-2	-2
33	Cc1ccccc1NC(=O)CC1(c2ccc(N(C)C)cc2)C(=O)c2ccccc2C1=O	7	-1	1	4	5	-0.3	0	11	0	-3
34	O=C1N/C(=N\N=C\c2ccc3ncccc3c2)SC1Cc1ccc(SC(F)F)cc1 (stereo unspecified)	-10	-2	3	3	-6	-0.2	-5	6	-6	6
35	CCC1(C)Cc2c(sc3[nH]c(=S)n(Cc4ccccc4)c(=O)c23)CO1 (stereo unspecified)	-11	-2	0	-2	-7	-0.4	2	-13	6	-1
36	Cc1csc(SCC(=O)Nc2cc(C(C)(C)C)nn2-c2ccccc2)n1	-8	-2	1	7	7	0.0	-1	-3	-2	0
37	COCCN1CSC(=S)N(Cc2ccco2)C1	1	2	-3	0	1	-0.2	-6	-2	-2	-6
38	COc1ccc(CCNC(=O)CNC(=O)Cn2cnc3sc(C)c(C)c3c2=O)cc1OC	8	1	-4	4	7	0.1	1	-6	5	1
39	Cn1c(CNS(=O)(=O)c2ccc(F)cc2)n[nH]c1=S	-8	-2	-5	-10	-11	0.1	-5	2	-2	-1
40	Cn1c(SCC(=O)NCc2ccc3c(c2)OCO3)nnc1C1COc2ccccc2O1 (stereo unspecified)	-2	-4	-7	5	-6	-0.1	0	-3	4	2
41	O=C(COC(=O)c1ccncc1)Nc1cccc2ccccc12	7	7	-1	-9	-11	0.2	-1	-5	-2	-3
42	CCc1cc2c(=O)c(-c3ccc4c(c3)OCCO4)coc2cc1OC(=O)c1ccco1	-5	-1	1	-27	6	-2.4	-9	1	-28	2
43	Cc1cc(C)n(C(=O)COc2ccc(Cl)cc2Cl)n1	3	-1	1	4	-4	0.7	1	5	-2	3
44	C=C[C@@H](c1ccccc1)[C@](C)(O)C(=O)O	0	3	-1	1	-1	-0.7	-2	-4	3	-3
45	COc1ccc(C(=O)NC(=S)NNC(=O)[C@H]2C[C@@H]2c2ccccc2)cc1OC	-12	3	6	32*	-17	0.1	11*	-7	0	0
46	C=CCN(Cc1ccc2c(c1)OCO2)C(C#CC1CC1)C(C)(C)C (stereo unspecified)	/	1	-1	-10	1	/	-6	/	0	2
47	CCCc1nc2ccc(C)cn2c1Cc1cccc(F)c1	-20	0	6	-72	-1	0.6	-22	-14	-13	-1
48	COc1ccc(S(=O)(=O)N2CCCCC2)cc1NC(=O)C1CC1(Cl)Cl (stereo unspecified)	-3	-4	-4	0	6	0.8	-1	14	1	2
49	COc1ccc(S(=O)(=O)N2Cc3ccccc3CC2C(=O)O)cc1 (stereo unspecified)	9	5	-4	-2	0	0.3	-3	10	2	9
50	Cc1ccccc1NCN1C(=O)C2CCC(C)(C1=O)C2(C)C (stereo unspecified)	-8	0	2	-2	12	-0.1	-4	-3	0	-1
51	O=C(N/C(=C\c1ccccc1)C(=O)N1CCOCC1)c1ccccc1Cl	12	-2	4	-10	4	0.1	-8	2	-1	7
52	CCCCCOc1ccc(C(=O)NC(CCC)C(=O)O)cc1 (stereo unspecified)	-4	1	-4	3	-4	-0.2	-1	-15	1	-9

High-throughput results deposited in PubChem by The Scripps Research Institute Molecular Screening Center.
